HSF-1 act – increases HSF-1 driven luciferase reporter signal | NIH3T3-HGL HSF-1 luciferase reporter, MG132, 8 h; 100% = twice DMSO control signal | activation, % at 9 µM | actives 1.7% (n = 300,000);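 active = mean replicate activation of at least 50% with a set share of replicates each reaching 50%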;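 also: 0% = median of the neutral control wells and 100% = twice that signal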
AI-2 QS modul – Vibrio harveyi AI-2 quorum sensing modulation; Vibrio harveyi JMH597 AI-2 luminescence/OD600 ratio, 9 h; active compounds read low; strain lacks LuxN and CqsS sensors; 0 = neutral-control median; activity change, % at 7.5 µM; actives 0.4% (n = 300,000); AID 2094; in the data active = activity change below about -75%, passing the limit was not always enough;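 also: luminescence divided by OD600 gain over 9 h not by final OD600 alone; inactives centre near 13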
HSF1 inhib – HSF1 inhibition; NIH3T3-HGL HSE-luciferase, MG132-induced, luminescence 8 h; active compounds read low; activity change, negative = inhibition, % at 7.5 µM (by protocol); actives 0.77% (n = 300,000); AID 2098;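 active = more than half of replicate wells show activity change below -50%, luminescence cut by over half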;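 also: luciferase reports HSF-1 transcriptional activity via heat shock element; 0% = median of DMSO wells and -100% = zero luminescence signal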
PolyA inh – blocks polyadenylation in yeast reporter cells; S. cerevisiae SKY197-pL101 polyadenylation reporter, beta-gal luminescence; efflux-impaired pdr1/pdr3 knockout yeast; score 100 = 6 SD above DMSO; calls only at 12 µM; actives 0.02% (n = 300,000); AID 1875;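 active = lowest replicate activity score at least 50, where 100 means six control SD above control mean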;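 also: yeast exposed to compound for 9 h at 30 °C; higher score means more reporter readthrough which indicates perturbed polyadenylation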
GSK3B inh – human GSK3beta kinase inhibition; GST-GSK3beta kinase, ADP-Glo luminescence, 60 min; active compounds read low; activity score (negative = inhibition), % at 10 µM; actives 0.038% (n = 300,000);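 active = more than half of replicate wells score below -50%, meaning over 50% inhibition versus plate controls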;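 also: 0% = median DMSO wells and -100% = median GW8510 positive control wells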
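Test system: GST-tagged human GSK3beta kinase, cell-free; evaluation: activity score scaled between in-plate DMSO and GW8510 controls; measured by: ADP-Glo luminescence; incubation: 60 min reaction, RT; benchmarks: DMSO and 20 µM GW8510; reagent: peptide substrate plus 25 µM ATP (final); medium: Tris/MgCl2 kinase buffer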
GSK3A inh – blocks human GSK-3 alpha kinase | P49840 | ADP-Glo luminescence, 60 min | inhibition, % at 10 µM | actives 0.1% (n = 320,000);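 in the data active = inhibition above about 50%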;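 also: GST-tagged GSK-3 alpha with peptide substrate and 25 µM ATP; 0% = DMSO neutral wells and 100% = GW8510 positive control wells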
Target sequence (P49840 whole entry, looked up): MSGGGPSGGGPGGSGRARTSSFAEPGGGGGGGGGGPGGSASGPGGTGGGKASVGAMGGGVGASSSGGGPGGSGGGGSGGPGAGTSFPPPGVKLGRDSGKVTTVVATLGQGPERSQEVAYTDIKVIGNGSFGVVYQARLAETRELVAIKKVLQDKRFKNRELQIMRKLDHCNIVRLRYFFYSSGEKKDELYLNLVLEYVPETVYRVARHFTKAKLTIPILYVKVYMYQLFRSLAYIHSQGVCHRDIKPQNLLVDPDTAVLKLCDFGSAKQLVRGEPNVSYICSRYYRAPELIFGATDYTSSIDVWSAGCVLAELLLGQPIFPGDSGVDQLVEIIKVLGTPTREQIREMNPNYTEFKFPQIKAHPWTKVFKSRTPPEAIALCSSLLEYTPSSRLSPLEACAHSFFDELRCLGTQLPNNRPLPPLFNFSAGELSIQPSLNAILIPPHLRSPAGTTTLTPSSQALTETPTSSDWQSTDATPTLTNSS
HSP90 refold inh – inhibitors of HSP90 luciferase refolding in rabbit reticulocyte lysate; luciferase refolding luminescence, 3 h; inhibition, % at 5.6 µM; actives 0.91% (n = 290,000); AID 1789;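 active = inhibition above the screen-wide mean plus 3 SD, computed separately per campaign, cut at about 16% in these data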;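 also: 0% = DMSO wells and 100% = 60 µM geldanamycin wells; inhibitors lower the luminescence because luciferase stays unfolded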
Dyrk1A ADPGlo – Dyrk1A (rat) kinase inhibition | ADP-Glo luminescence, NFATc1 peptide | inhibition, % at 12.5 µM | actives 0.43% (n = 310,000); in the data active = inhibition above about 50%;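 also: plate controls were vehicle with enzyme for no effect and no enzyme for full effect; many of its hits are not listed in these tables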
Platelet DG rel – platelet dense granule release activity; actives 0.22% (n = 300,000); human platelet-rich plasma, SFLLRN dense granule ATP release, luminescence; AID 1663; inhibition, %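 (compounds screened at 7.5 µM in platelet-rich plasma)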;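 active = mean replicate score, as percent of positive control, at or above 50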
HDAC3 inhib – blocks human histone deacetylase 3. O15379. recombinant HDAC3, fluorogenic peptide/trypsin coupled, fluorescence. inhibition, % at 8.3 µM. actives 0.15% (n = 320,000); in the data active = inhibition above about 26%, passing the limit was not always enough
Target sequence (O15379 whole entry, looked up): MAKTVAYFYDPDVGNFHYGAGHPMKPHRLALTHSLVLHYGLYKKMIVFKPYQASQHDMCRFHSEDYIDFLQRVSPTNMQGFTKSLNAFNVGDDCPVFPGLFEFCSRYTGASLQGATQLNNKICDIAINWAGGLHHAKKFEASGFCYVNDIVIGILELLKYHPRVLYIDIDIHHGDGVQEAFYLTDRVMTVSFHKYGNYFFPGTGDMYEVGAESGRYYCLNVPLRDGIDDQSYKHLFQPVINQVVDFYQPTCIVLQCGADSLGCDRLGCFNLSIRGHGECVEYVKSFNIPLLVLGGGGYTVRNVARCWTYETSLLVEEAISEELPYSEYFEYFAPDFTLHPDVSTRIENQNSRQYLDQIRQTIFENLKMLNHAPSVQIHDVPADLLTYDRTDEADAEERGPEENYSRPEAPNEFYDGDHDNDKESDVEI
* hit, by the source's call; i = inactive; . = no result given. Only part of the results is shown; rates above refer to the full screens.

SMILES | HSF-1 act | AI-2 QS modul | HSF1 inhib | PolyA inh | GSK3B inh | GSK3A inh | HSP90 refold inh | Dyrk1A ADPGlo | Platelet DG rel | HDAC3 inhib
CSCCC(NC(=O)c1ccccc1Cl)C(=O)NNC(=O)c1csc(N2CCOCC2)n1 (centres undefined) | 1 | -2 | -2 | i | 4 | 0 | . | 0 | -8 | -7
COc1ccc2c(c1)S/C(=C\C(=O)c1ccncc1)N2C | 49 | 11 | 28 | i | 1 | 1 | -3 | 0 | 2 | 4
COc1ccc(OCCC(=O)NCC23CC4CC(CC(C4)C2)C3)cc1 | -1 | 31 | -6 | i | 2 | -1 | 5 | -1 | 3 | 4
Cn1ccsc1=NC(=O)c1ccccc1OC(F)F | 3 | 7 | -6 | i | 0 | -1 | -2 | -2 | 1 | 0
CCCN1CCN(C(=S)Nc2ccc([N+](=O)[O-])cc2)CC1 | 12 | 3 | -8 | i | 4 | 0 | -4 | 4 | -10 | 7
C=CCn1cc(-c2ccccc2)cc(C#N)c1=O | 23 | 0 | 14 | i | 3 | -1 | 2 | 6 | -5 | -20
CC1(C)CC2(CC(C)(C)NC(=O)N2)NC(=O)N1 | -11 | 7 | 7 | i | -1 | -3 | 7 | -1 | 4 | 3
CCc1nc(N2CCOCC2)c(C#N)c2c1COC(C)(C)C2 | -3 | 5 | -4 | i | 3 | . | 0 | -3 | -12 | -27
O=C(C(c1ccccc1)c1ccccc1)N1CCCc2ccccc21 | 28 | 18 | 10 | i | -20 | 6 | 1 | 2 | 4 | 3
COCCNC(=O)/C(C#N)=C/c1cc(C)n(-c2ccc(C)cc2)c1C | 30 | 8 | 25 | i | -1 | -3 | 4 | -2 | -1 | -3
Cc1ccc(-c2nn(-c3ccccc3)cc2/C=C(\C#N)C(=O)NCc2ccccc2)cc1 | 17 | -3 | 12 | i | -4 | 0 | -2 | 2 | 8 | -20
COc1ccc(CCNC(=O)CN(CCc2ccccc2)S(C)(=O)=O)cc1OC | -2 | 12 | -15 | i | 1 | -3 | -1 | -9 | 6 | -3
CCCc1cc(C(=O)Nc2cc(OC)ccc2OC)cs1 | 19 | 11 | 5 | i | 5 | 0 | -1 | 8 | -6 | 7
COc1ccc(NC(=S)NCCC(c2ccccc2)c2ccccc2)c(OC)c1 | 1 | 15 | 7 | i | -4 | 1 | 6 | -2 | -1 | 2
CCOC(=O)c1ccc(NC(=O)Oc2cc(C)c(Cl)cc2C(C)C)cc1 | -37 | 28 | -28 | i | -4 | 0 | 1 | -2 | -4 | 2
O=C(Nc1ccccc1F)c1cccc(C(=O)Nc2ccccc2F)c1 | 1 | 6 | 3 | i | 0 | -2 | -2 | 0 | 2 | 14
Cc1cccc2cc(COC(=O)c3ccco3)c(=O)[nH]c12 | 8 | 13 | -3 | i | -1 | 0 | -2 | -1 | . | 7
Cc1cccc(OCc2n[nH]c(=S)o2)c1C | 1 | -4 | -4 | i | 4 | -4 | -2 | -2 | -1 | -4
CC1CCC/C(=C\Nc2ccc(C(=O)O)c(O)c2)C1=O (centres undefined) | -1 | 9 | -6 | i | 0 | 3 | -2 | -1 | 13 | -6
Cc1ccc(S(=O)(=O)N(C)C)cc1NC(=O)CSc1nncs1 | 1 | 33 | -3 | i | 1 | -3 | . | -9 | 16 | 5
c1cc(-c2nn[nH]n2)ccc1CN1CCCCC1 | -6 | 16 | 7 | i | 0 | -4 | -5 | 7 | 3 | -1
CN1CCc2c(sc(NC(=O)c3ccc(S(=O)(=O)N4CCOCC4)cc3)c2C(N)=O)C1 | -26 | 14 | -6 | i | -2 | 1 | -8 | 14 | 6 | 11
Cc1ccc2nc(SC(C)C(=O)NCc3ccc4c(c3)OCO4)[nH]c2c1 (centres undefined) | 14 | 11 | 5 | i | 1 | -2 | -2 | 4 | 2 | 8
O=C(CCc1ccccc1)N1CCN(c2ccccc2F)CC1 | 24 | 2 | 0 | i | -1 | -2 | 3 | 4 | 0 | 1
CC(=O)Nc1cc(C(=O)NCc2ccco2)ccc1Sc1ccc(Cl)cc1 | 22 | 34 | -1 | i | -1 | 2 | 1 | 0 | 11 | 0

The final 6 compounds of the section above are carried over, then new ones follow.
SMILES | HSF-1 act | AI-2 QS modul | HSF1 inhib | PolyA inh | GSK3B inh | GSK3A inh | HSP90 refold inh | Dyrk1A ADPGlo | Platelet DG rel | HDAC3 inhib
Cc1ccc(S(=O)(=O)N(C)C)cc1NC(=O)CSc1nncs1 | 1 | 33 | -3 | i | 1 | -3 | . | -9 | 16 | 5
c1cc(-c2nn[nH]n2)ccc1CN1CCCCC1 | -6 | 16 | 7 | i | 0 | -4 | -5 | 7 | 3 | -1
CN1CCc2c(sc(NC(=O)c3ccc(S(=O)(=O)N4CCOCC4)cc3)c2C(N)=O)C1 | -26 | 14 | -6 | i | -2 | 1 | -8 | 14 | 6 | 11
Cc1ccc2nc(SC(C)C(=O)NCc3ccc4c(c3)OCO4)[nH]c2c1 (centres undefined) | 14 | 11 | 5 | i | 1 | -2 | -2 | 4 | 2 | 8
O=C(CCc1ccccc1)N1CCN(c2ccccc2F)CC1 | 24 | 2 | 0 | i | -1 | -2 | 3 | 4 | 0 | 1
CC(=O)Nc1cc(C(=O)NCc2ccco2)ccc1Sc1ccc(Cl)cc1 | 22 | 34 | -1 | i | -1 | 2 | 1 | 0 | 11 | 0
CCNC(=S)N/N=C/c1cc(C)n(-c2ccc(Cl)cc2)c1C | -17 | 11 | -6 | i | -7 | 8 | 0 | . | 2 | 5
Cn1cnnc1SCC(=O)Nc1ccccc1Oc1ccccc1 | 0 | 15 | -8 | i | -4 | -2 | -2 | -20 | 1 | 0
COc1ccc(C2NC(=S)NC(C)=C2C(=O)N2CCOCC2)cc1 (centres undefined) | 12 | 10 | -1 | i | -1 | -1 | 5 | . | 10 | 2
CCN1CCN(Cc2ccc(NC(=O)c3cc(NC(=O)c4cncc(-c5cccs5)c4)cc(OC)c3)cc2C(F)(F)F)CC1 | -9 | 29 | -10 | i | 0 | -1 | 2 | . | 2 | 9
Cc1ccc(C2/C(=C(/O)c3ccc(OC(C)C)cc3)C(=O)C(=O)N2CCN2CCOCC2)cc1 (centres undefined) | 10 | 29 | -12 | i | -1 | -3 | -6 | -3 | -3 | 1
COC(=O)c1cccc(NC(=O)Cc2ccsc2)c1 | 19 | 3 | 3 | i | 2 | 0 | 0 | 41 | 10 | 5
CSC1=C(C#N)C(c2ccc(C(C)C)cc2)CC(=O)N1 (centres undefined) | 34 | 13 | 11 | i | -3 | -1 | 0 | 1 | -8 | -3
O=C(c1ccc(Cl)c(NC2=NC3CS(=O)(=O)CC3S2)c1)N1CCN(c2ccccc2)CC1 (centres undefined) | -6 | 6 | -5 | i | 1 | 1 | -4 | -2 | -15 | 0
COCCNC(=O)c1ccccc1N(Cc1ccccc1)S(=O)(=O)c1ccccc1 | -6 | 8 | 0 | i | -1 | -2 | . | . | 0 | -7
CSc1cccc(NC(=O)Cc2ccccc2[N+](=O)[O-])c1 | 5 | -50 | 2 | i | 4 | -1 | -1 | 4 | 6 | -3
CCC1Sc2ccc(S(=O)(=O)CCC(=O)NCc3ccco3)cc2NC1=O (centres undefined) | 15 | 36 | 0 | i | 0 | 0 | -5 | -6 | -38 | -5
COc1ccc(Cc2nc3ccc(C(=O)NCc4cc(C)no4)cc3o2)cc1OC | 6 | 8 | 0 | i | -2 | 3 | -4 | 0 | -5 | -13
CN(C)S(=O)(=O)c1cccc(NC(=O)c2ccc(COc3ccccc3)cc2)c1 | 7 | 26 | 6 | i | 3 | -2 | 3 | -1 | 2 | .
CCN(CC)C(=O)c1ccccc1NC(=O)CN1C(=O)c2ccccc2C1=O | 0 | 55 | 3 | i | 4 | . | 0 | 1 | -3 | .
COCc1cc(C)nc(SCC(=O)Nc2ccc3c(c2)n(C)c(=O)n3C)c1C#N | 6 | 17 | -1 | i | 0 | 1 | 1 | -2 | 1 | -3
CCC(C)NC(=S)N1CCN(C(c2ccccc2)c2ccccc2)CC1 (centres undefined) | 4 | 72 | -9 | i | 1 | -3 | 2 | -5 | 5 | 1
CC(=O)N1CCC(C(=O)N2CCN(S(=O)(=O)c3cccs3)CC2)CC1 | 3 | 2 | -3 | i | -3 | -1 | 1 | -5 | -12 | 3
O=C(Cc1ccccc1F)Nc1nc2ccccc2[nH]1 | 2 | -15 | 5 | i | 1 | 9 | -6 | . | 13 | 6
O=C(Nc1nc2ccc(F)cc2s1)c1ccccn1 | 110* | 89 | 60 | i | 1 | -1 | 56* | . | 28 | 1
Nc1[nH]c(N=NC(=O)c2ccc(F)cc2)c2ccccc12 | -8 | 7 | 1 | i | -2 | 2 | 6 | 5 | 13 | 1
O=S1(=O)N=C(Oc2ccccc2)c2ccccc21 | . | 25 | . | . | 1 | -1 | 1 | 4 | 8 | 9
COc1ccc(NC(=O)c2cc(S(=O)(=O)N3CCOCC3)cn2C)cc1Cl | 2 | 14 | 1 | i | 2 | 1 | -1 | -2 | 2 | 3
CCOc1ccc(NC(=O)c2cc(S(=O)(=O)N3CCOCC3)cs2)cc1 | 4 | 20 | -3 | i | 1 | -1 | -2 | 2 | 7 | -2
NNC(=O)c1csc(CS(=O)(=O)c2ccc(Cl)cc2)n1 | 18 | 16 | 3 | i | -3 | -4 | 3 | 6 | 14 | -3
O=C(CSc1nccc(=O)[nH]1)N1CCc2ccccc2C1 | -16 | 11 | -7 | i | 1 | 2 | 4 | 5 | -5 | 4

More compounds follow.
SMILES | HSF-1 act | AI-2 QS modul | HSF1 inhib | PolyA inh | GSK3B inh | GSK3A inh | HSP90 refold inh | Dyrk1A ADPGlo | Platelet DG rel | HDAC3 inhib
Cc1[nH]nc2c1C(c1ccsc1)C1=C(CC(C)(C)CC1=O)N2 (centres undefined) | -2 | 11 | -10 | i | -77* | 84* | -6 | 8 | -1 | -7
CCC(C)(C(=O)NC1CCCC1)N(Cc1cccs1)C(=O)c1ccccn1 (centres undefined) | 0 | 10 | -1 | i | -1 | -3 | 0 | -5 | 3 | 3
CC1=C(C(=O)OCc2ccccc2)C(c2ccccc2Cl)NC(=O)N1C (centres undefined) | 2 | 12 | 2 | i | 1 | 0 | 2 | 28 | 5 | -7
Cc1ccc(-n2ncc3c(=O)n(CC(=O)N(C)C)cnc32)cc1C | 8 | 3 | 3 | i | 5 | -1 | -3 | -8 | 1 | -9
O=C(Nc1cccc2cccnc12)c1cccc(Cl)c1 | 3 | 7 | -3 | i | 1 | -2 | 0 | 1 | -5 | -7
Nc1nc(NC(=O)c2ccccc2)nn1-c1ccccc1 | 30 | 34 | 10 | i | 1 | -1 | 1 | 19 | -13 | -1
CN1CCN(CCC(=O)Nc2ccc(C3CCCC3)cc2)CC1 | 10 | 2 | 5 | i | 0 | 2 | -3 | 4 | 7 | 8
CCCCc1cc(O)c(CCCC)c(O)c1 | 182* | 21 | 127 | i | 0 | -5 | -3 | 5 | -33 | 6
Cc1cc(Sc2ncnc(N)c2[N+](=O)[O-])ncn1 | 65* | -33 | 51 | i | -1 | 8 | 1 | 11 | 3 | 1
Cc1cccc(NC(=O)/C=C/c2ccc([N+](=O)[O-])s2)c1 | -38 | 14 | -47 | i | -8 | 0 | 1 | 0 | -9 | 7

Source: PubChem (several laboratories)
